RAD52 anneal inh = RAD52 DNA annealing inhibitors, primary screen, biochemical, FRET, single point, set 2. inhibition, % at 18.7 µM. 0.46% of 360,000 active. recombinant RAD52 DNA annealing, FRET fluorescence. DNA repair protein RAD52 homolog (Homo sapiens), P43351;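 active means every replicate showing at least 50% inhibition; inconclusive means mean inhibition at least 50% but not in every replicate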
Target sequence (P43351 whole entry, looked up): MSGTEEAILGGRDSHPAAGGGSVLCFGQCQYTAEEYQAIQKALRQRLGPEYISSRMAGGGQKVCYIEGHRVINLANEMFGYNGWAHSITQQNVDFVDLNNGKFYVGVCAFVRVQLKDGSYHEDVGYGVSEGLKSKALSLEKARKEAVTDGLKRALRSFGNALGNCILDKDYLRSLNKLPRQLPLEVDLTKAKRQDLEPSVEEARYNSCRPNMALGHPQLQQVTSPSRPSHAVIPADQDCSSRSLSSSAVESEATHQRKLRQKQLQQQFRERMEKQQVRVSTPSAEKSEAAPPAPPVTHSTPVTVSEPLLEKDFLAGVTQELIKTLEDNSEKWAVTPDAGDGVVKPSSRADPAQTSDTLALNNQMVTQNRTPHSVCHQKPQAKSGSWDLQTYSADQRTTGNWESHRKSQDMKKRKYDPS
E-selectin induc = E-selectin induction in HUVECs, primary screen, imaging, HUVEC, immunofluorescence imaging, single point | 0.37% of 260,000 active | activation, % at 7.58 µM | P16581 | AID 686992, 2013 | normalized: neutral wells 0, TNF-alpha wells 100;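 active means mean E-selectin-positive cell signal at least 10% of the positive control, reached in at least 60% of replicates, without over 20% cell loss; inconclusive means no rule given, readout overlaps actives, possibly toxicity-flagged; inactive means the rest, including those meeting only one limit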;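 further: in these data hits start at about 27%; measured in HUVEC primary endothelial cells; signal is the percent of cells scored E-selectin positive by PE staining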
Target sequence (P16581 whole entry, looked up): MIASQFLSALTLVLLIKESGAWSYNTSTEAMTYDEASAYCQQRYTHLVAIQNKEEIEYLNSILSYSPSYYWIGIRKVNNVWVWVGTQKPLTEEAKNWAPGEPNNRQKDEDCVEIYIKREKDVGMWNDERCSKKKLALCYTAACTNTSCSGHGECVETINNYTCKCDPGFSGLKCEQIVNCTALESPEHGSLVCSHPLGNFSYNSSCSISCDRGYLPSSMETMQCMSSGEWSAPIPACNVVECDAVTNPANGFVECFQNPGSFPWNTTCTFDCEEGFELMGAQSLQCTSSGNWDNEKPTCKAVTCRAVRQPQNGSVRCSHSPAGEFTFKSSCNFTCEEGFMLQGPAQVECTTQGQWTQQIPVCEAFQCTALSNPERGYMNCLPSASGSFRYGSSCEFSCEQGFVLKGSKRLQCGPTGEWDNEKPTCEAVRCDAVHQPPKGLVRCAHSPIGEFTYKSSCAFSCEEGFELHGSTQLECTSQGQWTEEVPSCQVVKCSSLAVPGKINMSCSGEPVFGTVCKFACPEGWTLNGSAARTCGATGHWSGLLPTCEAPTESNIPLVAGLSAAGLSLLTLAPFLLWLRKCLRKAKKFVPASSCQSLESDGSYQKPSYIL
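System: HUVEC, human umbilical vein endothelial cells; quantity: 3,000 cells/well; buffer or medium: EGM-2 medium, gelatin-coated wells; dosing: single-point compound dose; detection: immunofluorescence imaging; evaluation: % PE-positive cells; benchmarks: TNF-alpha, DMSO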
miR122 inh = miR-122 Renilla sensor signal increase in Huh7, primary screen, miR-122 inhibitor project, cell-based, single point, plate reader; Huh7 miR-122 Renilla luciferase sensor, 48 h; neutral wells = 0, positive control = 100; activation (reporter increase), % at 12.5 µM; 0.3% of 340,000 active; AID 602342, 2012;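 active means mean replicate activation score at least 90 and every replicate individually at or above 90; inconclusive means only one of the two criteria met; inactive means neither criterion met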;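 further: higher luciferase means less miR-122 activity so hits act as miR-122 inhibitors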
ERAP1 inh = human ERAP1 aminopeptidase inhibitors, primary screen, biochemical, single point, plate reader | Endoplasmic reticulum aminopeptidase 1 (Homo sapiens), Q9NZ08 | recombinant ERAP1, Leu-AMC fluorescence, 60 min | inhibition, % at 10.7 µM | 0.15% of 340,000 active;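 active means mean replicate inhibition of at least 30%, or all replicates individually reaching that 30% level; inactive means mean below 30% and not every replicate reaching it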;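 further: 0% = neutral control wells and 100% = L-leucinethiol positive control wells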
PGC1a acetyl inh = inhibitors of PGC1a acetylation signal, primary screen, cell-based, U2OS, AlphaScreen, inhibitor mode. AlphaScreen anti-acetyl-lysine; with virally co-expressed GCN5 acetyltransferase. inhibition, % at 15.6 µM. 0.17% of 350,000 active. AID 651687, 2012;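 active means every replicate shows inhibition of at least 40%; inconclusive means mean inhibition at least 40% but some replicate below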;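 further: 0% = neutral control wells and 100% = positive control wells; some results beyond the cut were filed as inactive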
Cneo AK release = Cryptococcus neoformans cell lysis inducers, primary screen, AK release luminescence, single concentration; 0.2% of 360,000 active; C. neoformans lysis, adenylate kinase release luminescence, 4 h; normalised: neutral wells 0, clomiphene wells 100; lysis activity, % at 15 µM;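 active means mean lysis activity across replicates of at least 80%, whatever share of replicates individually reach that level; inactive means mean lysis activity below 80%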
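Material: C. neoformans cells | Amount: Yeast cell density of 5 × 10^6 cells/mL | Medium: Fresh YPD growth medium | Dosing: Single dose | Times: Static 4 h at 37 °C with compound, 1 h detection | Detection: AK luminescence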
RAD54 branch = inhibitors of human RAD54 branch migration, primary screen, biochemical, fluorescence, single point; inhibition, % at 10.4 µM; RAD54 Holliday junction branch migration, FAM/BHQ fluorescence; 0.14% of 360,000 active;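 active means mean normalized replicate activity at least 40 and at least half of replicates scoring 40 or more; inconclusive means only one of the two criteria met; inactive means mean below 40 and under half of replicates reaching 40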;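 further: 0% = median of neutral control wells and 100% = median of positive control wells; inhibitors cause a drop in the FAM fluorescence signal; in these data hits start at about 50%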
PglD DTNB = C. jejuni PglD acetyltransferase inhibitors, primary screen, biochemical, DTNB colorimetric, single point; 0.098% of 360,000 active; AID 602405, 2012; UDP-N-acetylbacillosamine N-acetyltransferase PglD (Campylobacter jejuni); inhibition, % at 12.5 µM; purified PglD enzyme, DTNB colorimetric CoA detection; in the data active means inhibition above about 16%, passing the limit was not always enough; inconclusive means no clear call, values can overlap the other calls; further: strong numbers were not always called active
An asterisk follows results filed as active; ? = inconclusive; nt = no result given; [ ] = dose if it differs, or a comment.

SMILES | RAD52 anneal inh | E-selectin induc | miR122 inh | ERAP1 inh | PGC1a acetyl inh | Cneo AK release | RAD54 branch | PglD DTNB
CNC[C@@H]1Oc2ccc(NC(=O)C3CCCCC3)cc2CC(=O)N([C@H](C)CO)C[C@@H]1C | 11 | 0.0 | -14[16.7 µM] | 1 | -1 | 6 | 0 | -9
CC1CCc2cc(F)ccc2N1C(=O)CSc1nnc(-c2cccs2)n1C (configuration not stated) | nt | nt | 15 | nt | nt | -1 | 3 | 3
CCc1cccc(NC(=S)N(CCN(C)C)C(C)c2ccncc2)c1 (configuration not stated) | -6 | nt | -1 | -3 | -1 | 0 | -8 | -2
CC1(C)CC(=O)c2c(nc(SCC(=O)Nc3nsc(-c4ccccc4)n3)c(C#N)c2-c2ccccc2)C1 | nt | nt | -9 | nt | -40 | 2 | 7 | 5
CO[C@@H]1CN(C)C(=O)c2cc(NC(=O)NC3CCCCC3)ccc2OC[C@H](C)N(CC2CCOCC2)C[C@H]1C | -64 | -0.3 | nt | -5 | -8 | -2 | -17 | -1
COc1ccc2c3c(n(C)c2c1)[C@@H](CO)N(Cc1ccncc1)CC31CN(C(=O)Cc2ccncc2)C1 | 1 | 0.6 | nt | -4 | 0 | nt | nt | nt
CCc1nc(N2CCCC2C(=O)O)c2oc3ccccc3c2n1 (configuration not stated) | nt | nt | -4 | nt | 7 | 2 | -3 | 2
C/C(=N\N=C(/N)SC1CC(=O)N(c2cccc(Cl)c2)C1=O)c1cccs1 (configuration not stated) | -4 | nt | -7 | 5 | -4 | 0 | 6 | 5
Clc1cccc(OCCn2ccnc2)c1 | -6 | 0.1 | 6 | -2 | 3 | 0 | 1 | -2
COc1ccc(NC(=O)N(C)C[C@@H]2OCCCC[C@H](C)Oc3ccc(N(C)C)cc3C(=O)N([C@H](C)CO)C[C@@H]2C)cc1 | 8 | 0.2 | 4[16.7 µM] | 0 | 2 | 3 | -4 | 1
CO[C@@H](CN(C)S(=O)(=O)c1ccc(C)cc1)[C@H](C)CN(Cc1ccccc1Cl)[C@@H](C)CO | 4 | 0.1 | nt | 0 | -14 | 8 | -5 | -3
CN(C/C=C/c1ccccc1)Cc1cccc2ccccc12 | -2 | -0.2 | -4 | 3 | -6 | 0 | -2 | 0
COc1ccc(N2CCN(C(=O)Nc3ccccc3C)CC2)cc1 | -14 | nt | -22 | -6 | nt | -1 | 3 | -7
CC(C)(C)c1ccc(CN2C3=NCCCN3c3ccccc32)cc1 | nt | nt | 4 | nt | -24 | 1 | 2 | -9
COC(=O)C1=C(C(=O)OC)N2C=CC=CC2(C)C(C(=O)OC)=C1C(=O)OC (configuration not stated) | -6 | nt | -4 | 0 | -9 | 1 | 0 | -7
CCOC(=O)c1cc2c(=O)n3ccccc3nc2n(CC(C)C)c1=NC(=O)c1ccco1 | nt | nt | 2 | nt | 1 | -2 | -3 | -5
CCOc1ccc(C(=O)OCC(=O)NCCNC(=O)COC(=O)c2ccc(OCC)cc2)cc1 | -18 | 0.4 | 3 | -2 | -4 | -3 | 14 | -1
CN(Cc1ccc(Cl)cc1Cl)C(=O)C1CSC2(C)CCC(=O)N12 (configuration not stated) | 9 | ? | 1 | -3 | -7 | 2 | -12 | 0
Cc1ccccc1-c1ccc([C@H]2[C@@H](CO)N3CCCCN(C(=O)Nc4cccc(F)c4)C[C@@H]23)cc1 | 32 | -0.7 | -4[16.7 µM] | 3 | 24 | 8 | 18 | 0
Cc1ccc(NC(=O)CN(C)C(=O)c2ccc(S(=O)(=O)N(C)c3ccccc3)cc2)cc1 | -3 | -0.1 | -4 | 4 | 10 | nt | nt | nt
CC(C)Cc1ccc(CN2C(C)C(=O)N(Cc3cn(Cc4ccco4)nn3)CCS2(=O)=O)cc1 (configuration not stated) | -45 | 0.5 | -6 | 0 | -3 | 2 | -3 | -7
C[C@H]1CCCCO[C@@H](CN(C)C(=O)NC2CCCCC2)[C@@H](C)CN([C@@H](C)CO)C(=O)c2cc(NC(=O)Nc3ccc(F)cc3)ccc2O1 | -16 | nt | -6[16.7 µM] | -1 | -5 | 2 | 3 | 2
CCC(=O)N1CC2(CN(C(C)=O)C2)c2c([nH]c3cc(OC)ccc23)[C@@H]1CO | 0 | 0.3 | nt | 1 | 1 | nt | nt | nt
CCCC(=O)Nc1nc2ccc(OC)cc2s1 | -4 | 1.8 | -8 | 3 | -5 | -4 | 11 | 3
O=C(Nc1ccc(F)cc1)N[C@@H]1C=C[C@H](CC(=O)N2CCOCC2)O[C@@H]1CO | 11 | -0.4 | -1[16.7 µM] | -2 | -3 | 1 | -11 | 1

Arranged by the number under PglD DTNB (smallest number first): 3 from the list above.
compound | PglD DTNB
CCc1cccc(NC(=S)N(CCN(C)C)C(C)c2ccncc2)c1 (configuration not stated) | -2
COc1ccc(NC(=O)N(C)C[C@@H]2OCCCC[C@H](C)Oc3ccc(N(C)C)cc3C(=O)N([C@H](C)CO)C[C@@H]2C)cc1 | 1
CCc1nc(N2CCCC2C(=O)O)c2oc3ccccc3c2n1 (configuration not stated) | 2

Next records:
SMILES | RAD52 anneal inh | E-selectin induc | miR122 inh | ERAP1 inh | PGC1a acetyl inh | Cneo AK release | RAD54 branch | PglD DTNB
Cc1ccc(C(=O)OCN2C(=O)c3ccccc3C2=O)o1 | 0 | -0.1 | nt | -3 | -70 | 1 | 9 | 0
CCCCNS(=O)(=O)c1ccc(NC(=O)C2CCCO2)cc1 (configuration not stated) | nt | 0.0 | 4 | nt | 1 | -3 | 1 | -2
Cc1ccc(S(=O)(=O)N(C)C)cc1NC(=O)COC(=O)C1CCN(S(=O)(=O)c2cccs2)CC1 | -3 | -1.5 | 1 | -7 | 8 | nt | nt | nt
Cc1ccc(C(=O)c2cc([N+](=O)[O-])ccc2N2CC(C)OC(C)C2)cc1 (configuration not stated) | -3 | -0.7 | -5 | 9 | 11 | 0 | -2 | 10
O=C(Cn1nnc2ccccc21)c1ccc(Cl)cc1 | -14 | -0.3 | -2 | nt | 1 | 0 | 4 | 12
O=C(Nc1cc(Cl)ccc1O)C1CCCO1 (configuration not stated) | nt | nt | 0 | nt | 4 | 0 | -1 | -4
Cc1cccc(Nc2nnc(SCC(=O)c3ccc(O)cc3O)s2)c1 | -3 | 0.0 | nt | -3 | nt | -3 | 6 | -7
CCCN1C[C@@H](C)[C@@H](OC)CN(C)C(=O)c2ccc(NC(=O)C3CC3)cc2OC[C@@H]1C | 19 | -0.1 | nt | 1 | -6 | -5 | 7 | -1
O=c1[nH]c(SCCN2CCOCC2)nc(O)c1-c1ccccc1 | -20 | 2.1 | -2 | nt | 6 | -1 | -1 | 1
O=C(CCCCCN1C(=O)CCC1=O)Nc1ccc2c(c1)OCO2 | nt | nt | -10 | nt | 0 | -3 | -10 | 0
CCc1sc(C(=O)N2CCN(c3ccc(F)cc3)CC2)cc1C | -10 | nt | -3 | -8 | 3 | -4 | 1 | 2
Cc1ccc(NNS(=O)(=O)c2ccc(C)cc2)cc1 | nt | nt | 10 | nt | 4 | 3 | -3 | -4
CC(=O)C1=C(O)C(=O)N(Cc2ccccc2)C1c1ccc(F)cc1 (configuration not stated) | -14 | 0.5 | 0 | -1 | -1 | -1 | -14 | 8
C[C@@H]1CN([C@H](C)CO)S(=O)(=O)c2ccc(/C=C/c3ccccc3)cc2O[C@@H]1CN(C)Cc1cncnc1 | 17 | 0.0 | -2[16.7 µM] | 1 | 1 | 0 | 6 | -2
Cc1ccc(N=C2NC(=O)/C(=C/c3cn(C)c4ccccc34)S2)cc1C | -212 | 1.1 | 6 | 2 | nt | nt | nt | nt
CNC(=O)C[C@@H]1CC[C@H]2[C@H](COc3ccc(NC(=O)Nc4cc(C)cc(C)c4)cc3C(=O)N2C)O1 | 2 | -0.2 | 2[16.7 µM] | 0 | -1 | -1 | 0 | -4
CN(C)CCn1c2ccccc2c2nc3ccc([N+](=O)[O-])cc3cc21 | 37 | -9.2 | -16 | 1 | -4 | -1 | 29 | 1
CN1C(=O)c2cc(NC(=O)c3cc(F)cc(F)c3)ccc2OC[C@H]2O[C@H](CC(=O)O)CC[C@@H]21 | 7 | 0.2 | 0[16.7 µM] | 0 | 1 | -1 | 2 | 0
CNC(=S)N/N=C/c1ccc2c(c1)OCCO2 | -32 | -2.5 | 2 | -3 | -3 | nt | nt | nt
C/C=C(/C)C(=O)O[C@@H]1[C@H](OC(C)=O)c2c(ccc3ccc(=O)oc23)OC1(C)C | -26 | -0.1 | 0 | -2 | -6 | -3 | 2 | 3
CN(C)C1=NCCN1CC1CCCCCC1 | -3 | -0.1 | 19 | 1 | -14 | 1 | -3 | -6
O=C(C[C@@H]1C[C@H]2c3cc(NC(=O)NC4CCCCC4)ccc3O[C@H]2[C@H](CO)O1)NCc1ccncc1 | 4 | 0.0 | -2[16.7 µM] | -5 | 1 | 0 | 1 | 5
Cc1cc(C)c(OCC(=O)Nc2ccccc2N2CCOCC2)c(C)c1 | nt | nt | nt | nt | -1 | 3 | 3 | -2
COc1ccccc1-c1ccc2n(c1=O)C[C@@H]1[C@@H](CO)[C@H](C(=O)NCC3CC3)N(S(C)(=O)=O)[C@H]21 | -9 | 0.0 | nt | 0 | nt | 58 | -1 | -1
Cc1noc(C)c1NC(=O)N(C)C[C@@H]1Oc2ncc(C#CC3CCCCC3)cc2C(=O)N([C@H](C)CO)C[C@@H]1C | 5 | -0.8 | -10[16.7 µM] | -2 | 2 | -1 | -3 | -2
Next part
SMILES | RAD52 anneal inh | E-selectin induc | miR122 inh | ERAP1 inh | PGC1a acetyl inh | Cneo AK release | RAD54 branch | PglD DTNB
COc1ccccc1C(=O)Nc1ccc2c(c1)OC[C@H](C)NC[C@@H](C)[C@H](OC)CN(C)C2=O | 10 | 0.1 | nt | -2 | 0 | 53 | 3 | -1
COc1ccc(/C=C/C(=O)NC(=S)NNC(=O)c2cc(OC)c(OC)c(OC)c2)cc1 | -16 | nt | nt | nt | 3 | -5 | 7 | -1
O=C(CSc1nnc(CNc2ccc(Cl)cc2)o1)Nc1nc2c(s1)CCCC2 | nt | nt | 3 | nt | 7 | 0 | -4 | nt
C[C@@H]1CN([C@@H](C)CO)C(=O)c2cc(NS(=O)(=O)c3cccs3)ccc2O[C@H]1CN(C)Cc1ccc(C(=O)O)cc1 | 9 | 19 | 1[16.7 µM] | 0 | 3 | -2 | 5 | -3
COc1ccc(CN(C)C[C@@H]2OCCCC[C@@H](C)Oc3ccc(NC(=O)CCCN(C)C)cc3C(=O)N([C@H](C)CO)C[C@@H]2C)cc1 | -8 | 1.4 | 14[16.7 µM] | 4 | -7 | 0 | -3 | -1
CCc1noc(C)c1C(=O)OCC(=O)Nc1cccc(C)c1 | -12 | 0.5 | -5 | 1 | 9 | 0 | 5 | 3
CCCC#Cc1ccc2c(c1)O[C@H](CN(C)Cc1ccccc1)[C@@H](C)CN([C@H](C)CO)S2(=O)=O | 2 | -0.2 | nt | nt | 7 | 21 | -4 | 2

Compound activity (PubChem BioAssay)
